PGK inhibitor = blocks T. brucei phosphoglycerate kinase; P07378; PGK/GAPDH coupled, Kinase-Glo luminescence, 60 min; Potency, µM (titrated, usually from 57.5 µM), for the others: top-dose activity change, negative = inhibition, hits mostly inhibitors; 380,000 tested, 0.043% active; also: % is scaled to controls: 0 for no effect and ±100 for the full control effect; nearly all actives have a fitted effect of over 60% in size
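Recombinant glycosomal PGK reaction used 1,3-bisphosphoglycerate generated in-well by GAPDH (100nM final) in 100mM TEA pH 7.6, 5mM MgCl2, 0.01% Tween-20. After 60 minutes at room temperature, ATP was read by Kinase-Glo Plus luminescence end-point.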
HP1b chromo inh = HP1-beta chromodomain-methylated histone interaction inhibition. P83916. AlphaScreen HP1-beta / biotin-H3K9me3 peptide binding. Potency, µM (titrated, usually from 114 µM), for inactives: at the top dose activity change, negative = inhibition, actives largely listed as inhibitors. 390,000 tested, 0.56% active; also: nearly all actives have a fitted effect of over 70% in size; inactives centre near 23
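AlphaScreen: HP1-beta (50 nM) preformed 30 min with biotin-H3(1-18)K9me3 peptide (50 nM) in PBS pH 7.4, 0.01% Tween-20. Compound added for 30 min at RT, then streptavidin donor/nickel chelate acceptor beads (10 ug/mL) for 30 min.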
JMJD2A Tudor inh = inhibitors of human JMJD2A Tudor domain; O75164; AlphaScreen JMJD2A-Tudor / H3K4me3 peptide binding; Potency, µM (doses to about 114 µM), for inactives: top-dose activity change, negative = inhibition, actives largely listed as inhibitors; 390,000 tested, 4.4% active; also: % is scaled to controls: 0 for no effect and ±100 for the full control effect; nearly all actives have a fitted effect of over 50% in size
ERG Ets-DNA blk = blocks human ERG Ets domain binding to DNA | fluorescence polarization, His-ERG Ets domain / labelled DNA | Potency, µM (doses to about 76.9 µM), for inactives: at the top dose FP activity, negative = inhibition, most hits filed as inhibitors | AID 624246 | 370,000 tested, 0.028% active | P11308; active = well fitted inhibition curve with a large enough effect in the polarisation, with a control signal flat; inconclusive = small, poorly fitted or top-dose-only effect, or effect the other way, or a change in a side signal; inactive = no such curve, though single readings can be large or run the other way; the % refers to the polarisation;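 also: polarization taken with two DNA probes labelled with fluorescein and Texas red; % of control where 0% means no effect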
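His-tagged ERG Ets domain (1 uM in the protein solution; 300mM KCl, 50mM Tris-HCl, 1mM EDTA, 1mM DTT, pH 7.5) received compound, then a probe mix of 5 nM fluorescein-DNA and 100nM Texas-615-DNA. Fluorescence polarization was read for both dyes.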
ALOX12 inh = blocks human arachidonate 12S-lipoxygenase | P18054 | purified 12hLO, xylenol orange hydroperoxide absorbance | Potency, µM (highest dose often 108 µM), inactives show at the top dose activity change, negative = inhibition, most hits filed as inhibitors | 580,000 tested, 1.1% active | AID 1671190; also: % is scaled to controls: 0 for no effect and ±100 for the full control effect
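Purified human 12hLO at 150 nM in 25 mM Hepes, 0.01% Triton X-100, pH 7.0, preincubated 15 min at room temperature with compound. Reaction started with 40 uM arachidonic acid, 30 min at room temperature. Hydroperoxide measured by Fe-xylenol orange, 573/405 nm absorbance ratio.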
Pin1 inh = human Pin1 inhibition; Potency, µM (highest dose often 115 µM), without a hit: at the highest dose activity, negative = inhibition, actives largely listed as inhibitors; Pin1 FP peptide displacement, HiFluor488, 10 min; 390,000 tested, 0.009% active; active = well fitted inhibition curve with a large enough effect in the polarisation, with a control signal flat, not every such curve was filed as active; inconclusive = small, poorly fitted or top-dose-only effect, or effect the other way, or a change in a side signal; inactive = no such curve, though single readings can be large or run the other way; the % refers to the polarisation; also: % is scaled to controls: 0 for no effect and ±100 for the full control effect
Target sequence (Q13526 whole entry, looked up): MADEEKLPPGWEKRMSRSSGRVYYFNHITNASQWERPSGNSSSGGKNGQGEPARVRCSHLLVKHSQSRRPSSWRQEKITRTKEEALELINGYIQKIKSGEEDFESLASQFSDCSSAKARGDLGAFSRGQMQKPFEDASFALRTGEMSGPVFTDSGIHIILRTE
TrxR1 inh = inhibitors of rat thioredoxin reductase 1; O89049; recombinant rTrxR1, NADPH fluorescence consumption, selenite substrate; Potency, µM (series often up to 114 µM), without a hit: at the top dose activity change, negative = inhibition, usual class: inhibitors; 390,000 tested, 1% active; also: % is scaled to controls: 0 for no effect and ±100 for the full control effect; nearly all actives have a fitted effect of over 65% in size
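Rat TrxR1 (90 nM in the dispensed reagent) was pre-reduced with 400 uM NADPH for 5 min at room temperature, then incubated with compound for 15 min. After 400 uM selenite was added, NADPH fluorescence (Ex 340/Em 450 nm) was followed for 8 min.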
RGS4 inh = blocks human RGS4-accelerated GTP hydrolysis; P49798; Transcreener GDP fluorescence polarization, RGS4-accelerated GTP hydrolysis; Potency, µM (top dose mostly 114 µM), inactives show at the top dose activity change, negative = inhibition, most hits filed as inhibitors; 390,000 tested, 0.039% active; also: % is scaled to controls: 0 for no effect and ±100 for the full control effect; nearly all actives have a fitted effect of over 75% in size; some results filed as inactive show a strong effect at the top dose
Target sequence (P49798 whole entry, looked up): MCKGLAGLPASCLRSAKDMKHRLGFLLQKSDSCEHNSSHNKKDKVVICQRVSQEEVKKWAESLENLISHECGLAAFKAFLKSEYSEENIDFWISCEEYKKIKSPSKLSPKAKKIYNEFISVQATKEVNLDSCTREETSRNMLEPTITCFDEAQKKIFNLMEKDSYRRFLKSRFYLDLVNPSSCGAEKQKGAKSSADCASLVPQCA
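MLSMR compounds (23 nl, pin-transferred) preincubated 10 min at room temperature with a 500nM (2x) first reagent, then RGS4 at 900nM (2x) plus Transcreener GDP mix added; fluorescence polarization (620/688 nm) read before and after 90 min at 30 °C.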
GLS inhibitor = glutaminase GLS (human) inhibition; 410,000 tested, 0.21% active; Potency, µM (top dose mostly 45.5 µM), for the others: at the highest dose activity change, negative = inhibition, usual class: inhibitors; GLS enzymatic activity, qHTS titration; AID 624170; also: % is scaled to controls: 0 for no effect and ±100 for the full control effect
Target sequence (O94925 whole entry, looked up): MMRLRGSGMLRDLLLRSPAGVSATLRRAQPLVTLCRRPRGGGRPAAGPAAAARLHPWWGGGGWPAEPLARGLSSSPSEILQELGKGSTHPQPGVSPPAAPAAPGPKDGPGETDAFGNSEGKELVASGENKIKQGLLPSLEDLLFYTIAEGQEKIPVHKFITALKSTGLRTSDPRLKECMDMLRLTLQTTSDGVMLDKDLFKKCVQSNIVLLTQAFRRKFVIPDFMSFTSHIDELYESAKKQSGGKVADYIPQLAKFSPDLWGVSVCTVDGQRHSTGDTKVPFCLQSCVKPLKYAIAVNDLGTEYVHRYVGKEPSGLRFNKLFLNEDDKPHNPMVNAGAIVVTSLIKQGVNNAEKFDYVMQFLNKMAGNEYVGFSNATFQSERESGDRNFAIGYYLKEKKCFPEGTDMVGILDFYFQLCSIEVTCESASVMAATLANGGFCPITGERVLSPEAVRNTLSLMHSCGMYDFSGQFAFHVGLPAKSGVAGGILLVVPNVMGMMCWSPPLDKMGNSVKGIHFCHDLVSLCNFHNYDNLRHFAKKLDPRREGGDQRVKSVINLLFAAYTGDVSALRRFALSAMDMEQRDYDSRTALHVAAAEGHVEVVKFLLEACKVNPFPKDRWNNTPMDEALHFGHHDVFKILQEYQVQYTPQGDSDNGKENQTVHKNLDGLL
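Glutamate formation by hKGA was monitored fluorometrically using coupled glutamate oxidase, HRP and Amplex Red. Substrate was added as 1 mM L-glutamine solution; incubation was 30 min at RT after an initial read.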
Active calls of the source: *; i = inactive; ? = inconclusive; . = no result given; [ ] = remark or other dose. Unless noted, calls follow the shape of the dose curve; as a rule, active = well fitted curve in the direction sought with a large enough effect; inconclusive = small, poorly fitted or top-dose-only effect, or another doubt; inactive = no such curve, though single readings can be large; an effect the other way counts as inactive or inconclusive. Potency is read from the fitted curve at half-maximal effect. This is a subset, so the mix of outcomes need not match the whole.

SMILES	PGK inhibitor	HP1b chromo inh	JMJD2A Tudor inh	ERG Ets-DNA blk	ALOX12 inh	Pin1 inh	TrxR1 inh	RGS4 inh	GLS inhibitor
COc1ccc(O)c(C(=O)/C=C/c2cc3ccccc3o2)c1	4%	3.5µM*	28µM*	2%	0%	?	-17%	-13%	1%
COc1ccccc1NC(=O)Nc1ccc(Cl)c(S(=O)(=O)Nc2ccccc2OC)c1	5%	6%	-23%	-15%	-2%	-4%	12%	1%	6%
O=C(c1ccc(S(=O)(=O)Nc2ccccc2)cc1)N1CCC1	i	17%	-2%	4%	-1%	-5%	20%[57.1 µM]	-1%	-12%
CC1=C(C(=O)NC(C)CCc2ccccc2)C2(CCC(C)CC2)OC1=O (centres undefined)	4%	46%[activator]	-6%	-17%	-18%	11%	21%	-11%	0%
Cc1nonc1CN(C)C(=O)c1cc(COc2ccc(F)cc2Cl)on1	-11%	48%[activator]	34%	1%	-10%	?	32%	27%	10%
O=C(CCNC(=O)Cn1cnc2ccccc2c1=O)NCC1CCCO1 (centres undefined)	-4%	39%[activator]	-5%	-21%	-1%	-22%	10%[57.1 µM]	-30%	-20%
S=C(Nc1cccc(Cl)c1)Nc1cccc2cnccc12	-7%	?	?	?	.	?	45µM*	?	6%
COc1ccc(CC(=O)NCC2CCCN(Cc3ccc(SC)cc3)C2)cc1 (centres undefined)	-9%	20%	-5%	2%	?	-4%	14%	-10%	-1%
O=C(N[C@@H](Cc1ccccc1)C(=O)NC1CCCCCC1)c1ccco1	-1%	22%	6%	1%	-14%	2%	0%	13%	-2%
O=C(N/N=C/c1cccs1)C(=O)Nc1cccc(Cl)c1	.	30%[activator]	-11%	-1%	-10%	3%	23%	34%	3%
O=C(CSc1nnc2c(n1)[nH]c1ccccc12)Nc1ccc2c(c1)OCO2	-1%	-1%	-19%	-11%	-33%	6%	12%	-32%	0%
CC1(c2ccc3c(c2)OCO3)NC(=O)N(CC(=O)NCCC2=CCCCC2)C1=O (centres undefined)	1%	33%	-16%	-2%	4%	7%	8%	-8%	-6%
CCc1ccc(C(=O)CCC2CCCCC2=O)cc1 (centres undefined)	0%	85%[activator]	9%[57.1 µM]	-3%	.	2%	16%[57.1 µM]	1%[11.4 µM]	1%
Cc1cccc(-n2c(O)c(C=Nc3ccccc3-c3n[nH]c(=S)[nH]c3=O)c3ccccc3c2=O)n1	i	9%	?	-5%	?	-8%	?	?	19%
c1ccc(Cn2nnnc2CN2CCOCC2)cc1	7%	16%	-7%	2%	0%	-2%	5%[57.1 µM]	-5%	-11%
O=C(CSc1n[nH]c(=O)n1-c1ccccc1)Nc1ccccc1C(F)(F)F	i	35%	-7%	-10%	-18%	4%	26%	3%	-8%
CCOc1ccc(N(CC(=O)NC2CCCCCC2)S(=O)(=O)c2c(C)[nH]c(=O)[nH]c2=O)cc1	2%	26%	-13%	7%	-15%	12%	0%	2%	1%
Cc1ccc(CNS(=O)(=O)c2c(C(=O)N3CCC(C)CC3)c(C)n(C)c2C)cc1	-8%	9%	-28%	-1%	-24%	-5%	15%[57.1 µM]	0%	2%
Cn1c(=O)c2c(nc(CN3CCc4ccccc4C3)n2Cc2cccc(Cl)c2)n(C)c1=O	3%	43%[activator]	-27%	11%	?	32%[activator]	-10%[57.1 µM]	-29%	-13%
Cc1ccc(C)c(N2CCN(C(=O)c3c4c(nc5ccccc35)C(=O)N(C3CCCCC3)C4)CC2)c1	2%	-6%	-28%	1%	?	1%	7%[57.1 µM]	8%	-11%
CN1CC2([N+](=O)[O-])CC=C(OCCO)C([N+](=O)[O-])(C1)C2 (centres undefined)	2%	10%	-18%	-7%	12%	2%	-4%	25%	3%
COc1cc(CC(=O)Nc2cccc(C(F)(F)F)c2)cc(OC)c1OC	-2%	17%	-13%	7%	15%	8%	1%	-19%	3%
Cn1c(SCC(=O)C(C)(C)C)nnc1-c1ccncc1	i	39%[activator]	1%	-1%	20%	1%	8%	-13%	-7%
Cc1ccc2c(c1)N(CC(=O)NCCc1c[nH]c3ccccc13)C(=O)CO2	-9%	16%	-23%	-1%	-9%	-3%	-4%	-29%	0%
O=C1Nc2ccc(Br)cc2C1(O)Cc1ccccn1 (centres undefined)	-5%	10%	-3%	.	0%	-4%	5%	9%	15%

Only RGS4 inh and ALOX12 inh, for some of the entries so far:
structure | RGS4 inh | ALOX12 inh
COc1cc(CC(=O)Nc2cccc(C(F)(F)F)c2)cc(OC)c1OC | -19% | 15%
Cn1c(SCC(=O)C(C)(C)C)nnc1-c1ccncc1 | -13% | 20%

Other records
SMILES	PGK inhibitor	HP1b chromo inh	JMJD2A Tudor inh	ERG Ets-DNA blk	ALOX12 inh	Pin1 inh	TrxR1 inh	RGS4 inh	GLS inhibitor
Cc1nn(Cc2c(Cl)cccc2Cl)c(C)c1NC(=O)c1cc(C(C)C)on1	-9%	33%	-5%	2%	-2%	3%	0%[57.1 µM]	-23%	-2%
Cc1nnc(SCC(=O)Nc2ccc3c4c(cccc24)CC3)n1C	2%	10%	2%	-1%	-5%	3%	-6%	-23%	6%
CCCc1ccc2c(N)c(C#N)sc2n1	.	39%[activator]	3%	.	-6%	-16%	-2%	6%	29%
COc1cccc(/C=N/NC(=O)c2ccc3nc[nH]c3c2)c1	0%	32%	-27%	6%	235%[activator]	-4%	7%	-23%	0%
CCOC(=O)C1CCN(C(=O)c2ccccc2NS(=O)(=O)c2ccc(F)cc2)CC1	1%	20%	-3%	-6%	-12%	1%	-8%	6%	4%
O=C(NCCO)c1ccc2c3n(nc2c1)-c1ccc(Cl)cc1CO3	-8%	37%	0%	-2%	-12%	-1%	10%	-9%	2%
Cc1ccc(OCC(=O)Nc2ccc(C(=O)OCc3cc(=O)n4ccsc4n3)cc2)cc1C	6%	8%	-7%	-4%	-26%	21%	12%[57.1 µM]	-9%	-5%
COc1ccc(N2CCN(C(=O)c3c(C)oc4ncn(CC(C)C)c(=O)c34)CC2)cc1	7%	23%	-12%	4%	?	0%	7%	-10%	60%[activator]
CC(=O)NC1(C(F)(F)F)C(=O)N(Cc2ccccc2)C2=C1C(=O)CC(C)(C)C2 (centres undefined)	-1%	17%	2%	3%	0%	-9%	5%	-11%	.
C/C(=N\NC(=S)Nc1ccc(C(C)C)cc1)c1ccc2c(c1)OCO2	-5%	-20%	-29%	-13%	?	1%	-7%[57.1 µM]	12%	1%
COc1ccc(S(=O)(=O)N2CCCCCC2)cc1C(=O)N(C)Cc1cccc(OC)c1OC	-2%	10%	-18%	3%	-8%	-1%	-5%	2%	2%
O=C(O)c1cccc(NC(=O)C2C3C=CC(C3)C2C(=O)O)c1 (centres undefined)	-13%	34%	-26%	-12%	-4%	-11%	-5%	-18%	-7%
Cc1ccc(C)c(S(=O)(=O)N2CCC(c3nc4c(nnn4Cc4ccc(F)cc4)c(=O)[nH]3)CC2)c1	-6%	21%	-4%	-8%	1%	10%	2%	-10%	10%
O=C(O)c1ccccc1-c1ccccc1C(=O)NCc1ccccc1F	0%	22%	-4%	0%	18%	1%	4%[57.1 µM]	21%	12%
CCn1ccnc1CN(C)C(=O)CCc1nnc(CCCc2ccccc2)o1	7%	20%	-9%	-1%	-8%	-2%	4%	28%	2%
Cc1ccc(C(=O)C(C)Sc2nnc(N)s2)cc1 (centres undefined)	-13%	35%	-7%	-4%	6%	-7%	5%	-13%	-2%
CNc1c(NS(=O)(=O)c2ccc(OC)c(Cl)c2)c(=O)oc2ccccc12	4%	55%[activator]	-2%	-2%	-3%	0%	-23%	5%	19%
COCCC(=O)N1CCCC(C(=O)c2ccccc2SC)C1 (centres undefined)	i	44%[activator]	-2%	-2%	-17%	2%	19%	-36%	-17%
Cc1cc(C(=O)OCC(=O)Nc2c(F)cccc2F)c(C)n1-c1ccccc1	-2%	?	20µM*	0%	2%	22%	22%[57.1 µM]	?	?
CCOC(=O)c1ccc(N=c2sc(C(=O)OC)cc(=O)n2Cc2ccco2)cc1	-1%	3%	?	5%	30%[activator]	?	2%[57.1 µM]	-36%	-3%
O=C(NCCc1ccccc1Cl)C1CCC(=O)N(Cc2ccc(Cl)cc2)C1 (centres undefined)	-2%	20%	0%	9%	0%	0%	9%	-12%	3%
COc1cc(/C=N/NC(=O)Cc2ccccc2)cc([N+](=O)[O-])c1O	-3%	13%	-17%	10%	23%	?	-5%	-9%	27%
COc1ccc(CNC(=O)C(c2cccs2)N(C(=O)c2csnn2)C2CC2)cc1 (centres undefined)	-9%	14%	-18%	5%	0%	-8%	-4%	-4%	0%

Quoted at random: two records from the list.
SMILES	PGK inhibitor	HP1b chromo inh	JMJD2A Tudor inh	ERG Ets-DNA blk	ALOX12 inh	Pin1 inh	TrxR1 inh	RGS4 inh	GLS inhibitor
Cn1c(SCC(=O)C(C)(C)C)nnc1-c1ccncc1	i	39%[activator]	1%	-1%	20%	1%	8%	-13%	-7%
COc1ccc(O)c(C(=O)/C=C/c2cc3ccccc3o2)c1	4%	3.5µM*	28µM*	2%	0%	?	-17%	-13%	1%

Among those listed so far, 2 have a nitro group on carbon.
SMILES	PGK inhibitor	HP1b chromo inh	JMJD2A Tudor inh	ERG Ets-DNA blk	ALOX12 inh	Pin1 inh	TrxR1 inh	RGS4 inh	GLS inhibitor
CN1CC2([N+](=O)[O-])CC=C(OCCO)C([N+](=O)[O-])(C1)C2 (centres undefined)	2%	10%	-18%	-7%	12%	2%	-4%	25%	3%
COc1cc(/C=N/NC(=O)Cc2ccccc2)cc([N+](=O)[O-])c1O	-3%	13%	-17%	10%	23%	?	-5%	-9%	27%

Screens (PubChem BioAssay)
